GLD-1 RNA inh: GLD-1-TGE RNA interaction inhibition (C. elegans); purified GLD-1 + fluorescein TGE RNA, fluorescence polarization; AID 2280; 0.44% of 320,000 active; inhibition, % at 5.96 µM; Q17339;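 active = percent inhibition above a per-plate cutoff, the plate mean of test compounds plus 3 SD, cut at about 30% in these data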;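 also: 0% = DMSO wells with GLD-1 and probe and 100% = wells lacking GLD-1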
Bcl-xL primary: blocks human Bcl-xL binding to Bim BH3 peptide. Q07817. GST-Bcl-xL / FITC-Bim BH3 peptide fluorescence polarization. inhibition, % at 10.9 µM. 0.7% of 320,000 active. AID 2129;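 active = inhibition above the mean of all tested compounds plus 3 SD, cutoff set per campaign, cut at about 30% in these data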;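 also: 0% = DMSO wells and 100% = unlabeled Bim-BH3 peptide competitor; inhibitors lower millipolarization by displacing the labeled peptide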
GSTO1 counter: counter-screen for RBBP9 inhibitors: inhibitors of human GSTO1; 1.1% of 300,000 active; inhibition, % at 5.96 µM; P78417; recombinant GSTO1, activity-based probe fluorescence polarization;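 active = inhibition above the campaign mean inhibition plus 3 SD, cut at about 35% in these data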;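 also: 0% = GSTO1-1 with DMSO and 100% = wells lacking GSTO1-1 enzyme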
Target sequence (P78417 whole entry, looked up): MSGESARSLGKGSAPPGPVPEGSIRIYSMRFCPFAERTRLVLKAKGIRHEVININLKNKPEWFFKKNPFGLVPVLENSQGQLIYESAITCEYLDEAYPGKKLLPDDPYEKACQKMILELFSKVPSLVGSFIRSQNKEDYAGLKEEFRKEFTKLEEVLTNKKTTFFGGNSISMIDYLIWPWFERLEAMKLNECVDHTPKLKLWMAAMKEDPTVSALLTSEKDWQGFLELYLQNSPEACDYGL
MEX-5 binding: C. elegans MEX-5 TCR-2 RNA binding activity; activity score (negative = inhibition of binding), % at 10 µM; Q9XUB2; 0.38% of 300,000 active; MEX-5/FITC-TCR2 RNA binding, fluorescence polarization; stronger effect = lower value;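 active = inhibition past about -25% in most replicates, and total fluorescence under double the plate's negative control median, limit read from the data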;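 also: 0% = DMSO and -100% = 5 µM competing unlabeled TCR2 RNA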
Target sequence (Q9XUB2 whole entry, looked up): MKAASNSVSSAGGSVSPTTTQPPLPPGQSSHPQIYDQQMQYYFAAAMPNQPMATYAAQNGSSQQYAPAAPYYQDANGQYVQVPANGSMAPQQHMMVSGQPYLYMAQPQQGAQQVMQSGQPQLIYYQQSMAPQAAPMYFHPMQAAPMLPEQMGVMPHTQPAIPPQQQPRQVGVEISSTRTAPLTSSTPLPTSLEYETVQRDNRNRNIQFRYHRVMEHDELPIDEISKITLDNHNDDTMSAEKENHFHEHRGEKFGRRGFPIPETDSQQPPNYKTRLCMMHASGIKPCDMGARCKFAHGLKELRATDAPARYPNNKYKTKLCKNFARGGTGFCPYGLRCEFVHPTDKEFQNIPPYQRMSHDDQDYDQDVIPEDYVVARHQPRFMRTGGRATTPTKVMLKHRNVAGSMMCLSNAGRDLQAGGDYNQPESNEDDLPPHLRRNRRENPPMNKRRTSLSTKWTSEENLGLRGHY
Fam108B inh: Fam108B inhibition, counter-screen for RBBP9 inhibitors; AID 1947; recombinant Fam108B, FP-Rh probe fluorescence polarization; inhibition, % at 9.51 µM; 0.33% of 300,000 active;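 active = inhibition above the screen mean inhibition plus 3 SD, computed separately per campaign, cut at about 18% in these data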;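 also: inhibitors lower polarization as less probe binds the enzyme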
PAD4 inh: inhibitors of human PAD4; 0.41% of 330,000 active; recombinant PAD4, RCA probe fluorescence polarization; inhibition, % at 6.36 µM; AID 485272; Q9UM07;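 active = percent inhibition above a cutoff equal to the mean of all tested compounds plus 3 SD, cut at about 15% in these data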;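 also: 0% = PAD4 with RCA probe and DMSO and 100% = probe without PAD4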
PME-1 primary: PME-1 (human) inhibition | recombinant PME-1, FP-Rh probe fluorescence polarization | inhibition, % at 5.9 µM | 0.53% of 320,000 active | AID 2130;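 active = inhibition above the campaign mean of all compounds plus 3 SD, cut at about 26% in these data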;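 also: competitive labeling of PME-1 active site by serine hydrolase directed probe; 0% = PME-1 with DMSO and 100% = wells lacking PME-1 enzyme; inhibitors block probe labeling so polarization falls and inhibition rises; many of its hits are not listed in these tables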
Target sequence (Q9Y570 whole entry, looked up): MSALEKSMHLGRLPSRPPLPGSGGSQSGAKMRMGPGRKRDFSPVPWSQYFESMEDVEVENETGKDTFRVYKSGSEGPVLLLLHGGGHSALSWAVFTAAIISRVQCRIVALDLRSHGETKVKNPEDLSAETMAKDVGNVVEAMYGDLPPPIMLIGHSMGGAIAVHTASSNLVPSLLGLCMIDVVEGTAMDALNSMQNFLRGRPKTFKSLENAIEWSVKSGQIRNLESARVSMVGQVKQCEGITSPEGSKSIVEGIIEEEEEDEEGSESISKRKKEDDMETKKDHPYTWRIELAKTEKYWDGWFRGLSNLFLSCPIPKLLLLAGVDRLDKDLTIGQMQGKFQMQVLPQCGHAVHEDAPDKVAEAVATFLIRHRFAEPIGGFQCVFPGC
TPT1 inh: blocks Candida albicans tRNA 2'-phosphotransferase; recombinant caTPT1, FP RNA substrate dephosphorylation; inhibition, % at 5 µM; 0.81% of 300,000 active; AID 1962;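 active = inhibition above the mean of all tested compounds plus 3 SD, set per screening campaign, cut at about 24% in these data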;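 also: plate controls were DMSO alone for no effect and ferristatin control at 100 nM for full effect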
MCL1 BIM primary: inhibitors of human MCL1 binding to BIM-BH3 peptide; Q07820; GST-MCL1 / FITC-Bim-BH3 fluorescence polarization; inhibition, % at 10.9 µM; 0.68% of 320,000 active;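 active = inhibition above the mean inhibition of all tested compounds plus 3 SD, set per campaign, cut at about 40% in these data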;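 also: 0% = DMSO wells and 100% = unlabeled Bim-BH3 peptide control; higher means more loss of mP so more displacement of Bim peptide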
* = called active by the depositor; . = not tested or not shown; + = active, no number. Not all compounds are listed; count on the stated rates, not on these rows.

SMILES	GLD-1 RNA inh	Bcl-xL primary	GSTO1 counter	MEX-5 binding	Fam108B inh	PAD4 inh	PME-1 primary	TPT1 inh	MCL1 BIM primary
O=C(CCN1C(=O)/C(=C/c2ccccc2Cl)SC1=S)NC1=NCCS1	14	2	-5	0.4	-2	-8	-2	-1	2
O=c1c2ccccc2c(-c2ccc(O)cc2)nn1-c1cccc(C(F)(F)F)c1	8	6	-10	-2.4	-6	0	-4	-2	5
Clc1ccc2c(N/N=C/c3cccc(Br)c3)ccnc2c1	-10	-8	0	-0.1	3	1	7	15	-28
O=C(NC1CCCC1)c1cnn2c(C(F)(F)F)cc(-c3ccco3)nc12	-2	4	-1	-2.5	0	2	0	2	3
COc1ccc(Cn2c(=S)[nH]c3cc(C(=O)N4CCCCC4)ccc3c2=O)cc1	5	-1	6	2.5	-3	0	-10	2	-9
Cc1nc(NCCc2ccc(F)cc2)c(C#N)c(C)c1[N+](=O)[O-]	2	2	3	0.9	1	-4	-1	-3	4
COCCn1c(CN2CCc3ccccc3C2)nc2c1c(=O)n(C)c(=O)n2C	-8	8	6	-1.2	3	-1	5	-5	2
Cc1ccc(F)c(NC(=O)/C(C#N)=C(\O)c2ccc(C(C)(C)C)cc2)c1	2	8	-117	-2.5	-12	-8	-9	0	2
N=c1c2c(ncn1Cc1ccco1)Oc1c(ccc3ccccc13)C2c1ccccc1 (configuration not stated)	4	-6	-15	0.5	-18	0	-23	3	3
Cc1nc(SCC(=O)Nc2cccc(Cl)c2)n[nH]1	0	0	4	1.0	-2	0	3	0	-1
CC(C)(C)OC(=O)NCCC(=O)Oc1ccc2ccc(=O)oc2c1	17	3	14	-1.1	-2	-4	-3	-3	1
Cc1cccn2c(=O)c(/C=C(\C#N)S(=O)(=O)c3ccccc3)c(N3CCC(C(N)=O)CC3)nc12	0	3	0	-8.3	-6	0	7	5	-3
CCc1ccc(C(=O)Nn2cnc3ccccc3c2=O)cc1	-2	5	0	-0.4	-2	0	5	-2	2
CCCn1c(N)c(C(=O)COC(=O)CNC(=O)c2ccc(C)c(C)c2)c(=O)n(C)c1=O	2	6	.	.	.	2	-1	.	3
CCN(CC)C(=O)Oc1nnc(SC(C)C)n1-c1ccc(Cl)c(Cl)c1	3	2	4	-1.6	-1	-2	1	-1	4
Cc1ccc[n+](-c2nc([O-])sc2C=O)c1	156*	173*	21	.	7	2	0	-104	+
O=C(CCN1C(=O)[C@@H]2Cc3ccccc3CN2C1=O)N[C@H](Cc1ccccc1)C(=O)O	-4	3	0	0.5	2	-4	-1	-7	7
Cc1cc(C)c(C(N)=O)c(Nc2cccc(Cl)c2)n1	7	7	8	-0.7	3	2	3	2	7
Cc1nc2c(sc3nc4c(cc32)COC(C)(C)C4)c(=O)n1Cc1ccccc1	-2	-1	4	-1.1	3	4	-4	1	-8
COc1ccccc1S(=O)(=O)Nc1ccc(S(=O)(=O)Nc2nccs2)cc1	-2	6	.	.	.	-1	7	.	4
Cc1ccc(C(=O)NC(C)c2ccc(-n3ccnc3)cc2)cc1 (configuration not stated)	4	1	0	-1.6	0	-1	-5	-1	-8
Cc1ccc(NC(=O)Cn2ccc(=O)[nH]c2=O)cc1	-3	2	4	0.1	-1	-2	-3	3	7
Cc1nc(CNC(=O)C2CCC(=O)N(CCc3ccc(Cl)cc3)C2)sc1C (configuration not stated)	4	6	1	-1.7	2	-1	5	-2	7
COc1ccc(S(N)(=O)=O)cc1C(=O)NCC1(N2CCCCC2)CCCCC1	-8	-1	4	4.6	-3	-1	-6	-1	-4
O=C(COc1ccc(/C=N/NC(=O)c2cc3ccccc3o2)cc1Cl)Nc1ccccc1	-8	-8	-4	-0.4	-28	-3	-10	0	-2
SMILES	GLD-1 RNA inh	Bcl-xL primary	GSTO1 counter	MEX-5 binding	Fam108B inh	PAD4 inh	PME-1 primary	TPT1 inh	MCL1 BIM primary
O=C(NCc1cccnc1)Nc1ccccc1C(F)(F)F	6	1	-2	0.6	-4	3	0	-1	-4
CC(=O)c1ccc(N2C(=O)[C@@H]3C(C(=O)CCN4C(=O)c5ccccc5C4=O)=NN[C@@H]3C2=O)cc1	-3	1	3	1.6	-2	0	-1	-2	-13
COc1ccc(C(=O)COC(=O)C(CCSC)NC(=O)COc2ccccc2)c(OC)c1 (configuration not stated)	3	4	-7	2.8	-4	-3	3	1	-5
CC(C)C(c1nnnn1C1CCCC1)N1CCCCC1 (configuration not stated)	1	6	0	-1.4	1	-3	1	1	5
COc1ccc(-c2nnc(SCc3cccnc3)o2)cc1	8	2	-1	0.0	-5	0	-6	0	-2
COC(=O)C(C)Sc1nc2c(c(-c3ccc(OC)cc3)c1C#N)-c1ccccc1C2=O (configuration not stated)	2	3	2	1.1	0	-2	3	-1	0
O=c1[nH]nc(N/N=C/c2ccc(Cl)cc2Cl)c(=O)[nH]1	2	5	28	-4.7	-5	1	4	-5	5
CC1(C)CC(=O)C(C(C2=C(O)CC(C)(C)CC2=O)c2ccc(O)c([N+](=O)[O-])c2)=C(O)C1	3	16	-1	-4.9	-1	-7	-4	-1	10
Cc1ccc2cc3cc(C(=O)NCCCN4CCCCCC4)oc3nc2c1	-4	7	1	0.7	-2	0	-2	-3	6
COc1ccc2c(c1)OC[C@H]1[C@H]2N2C(=O)CN(Cc3ccc(Cl)cc3)C(=O)[C@@]2(C)[C@H]1c1ccccc1	-1	0	.	.	.	2	-13	.	-8
O=C(O)c1ccc([N+](=O)[O-])c(CS(=O)(=O)c2ccccc2)c1	6	5	3	2.4	0	2	2	1	2
O=C(CCCc1cccs1)Nc1nc(-c2ccc(F)cc2)cs1	10	-2	-1	0.6	-2	-3	0	0	1
Cn1c(Sc2ccc([N+](=O)[O-])cc2C(F)(F)F)nnc1-c1ccccc1	7	-3	-9	2.9	-1	-1	4	-2	2
O=C(NCCN1CCOCC1)c1ccncc1	-3	-2	-2	-1.1	4	-3	-2	0	-6
Cn1c(Cl)c(C(=O)Nc2ccc(Cl)cc2)c2ccccc21	4	-2	2	.	-4	0	-9	6	5
Cn1nccc1C(=O)N(CCN1CCCCC1)CC1CCCN(C2CCCC2)C1 (configuration not stated)	3	8	5	-1.2	3	1	2	2	8
O=C(O)c1cn(-c2ccccc2)nc1-c1ccc(F)cc1	0	5	0	-0.5	2	1	0	-1	8
Cc1nc2ccccc2c2oc(C(=O)Nc3ccc(C(C)C)cc3)cc12	11	4	-22	0.9	-29	-4	-70	-2	3
Cc1ccc(OCC(=O)c2c(O)c3ccccc3oc2=O)cc1C	0	0	12	-2.5	2	0	-7	-2	3
CCSc1nnc(NS(=O)(=O)c2ccc(C)cc2)s1	0	-2	2	3.2	-3	-5	-2	5	-5
COC(=O)Cn1c2ccc(OC)cc2c2nc(C)sc21	3	2	4	1.8	1	-1	2	-5	5
COCC(=O)NCc1ccc2c(c1)cc(C)n2C	36*	30	1	-1.4	0	15*	7	-9	33
O=C(CSc1nnc(COc2ccccc2)n1Cc1ccco1)c1ccc(F)cc1	5	0	21	-0.3	-3	-1	2	-1	-1
COc1ccc(S(=O)(=O)NC2CC(C)(C)NC(C)(C)C2)cc1	-1	5	4	1.4	3	0	-4	-3	3
CCOC(=O)C1=C(C)NC2=C(C1c1ccc([N+](=O)[O-])cc1)S(=O)(=O)c1ccccc12 (configuration not stated)	8	7	2	-0.4	-5	-3	4	2	8
SMILES	GLD-1 RNA inh	Bcl-xL primary	GSTO1 counter	MEX-5 binding	Fam108B inh	PAD4 inh	PME-1 primary	TPT1 inh	MCL1 BIM primary
COc1ccc(NC(=O)C(C)N2CCN(C)CC2)cc1 (configuration not stated)	-1	-1	-4	1.5	-9	8	1	-1	2
O=C(c1ccc(Br)o1)N(Cc1ccccc1)Cc1ccccc1	0	1	2	-0.8	6	6	3	1	-2
c1ccc(C2=Nn3c(nnc3-c3cc(-c4ccccc4)n[nH]3)SC2)cc1	-1	6	-10	-0.6	-6	-2	-19	-4	-6
CC(C)CNC(=O)COC(=O)c1ccccc1OCC(=O)Nc1ccc(Br)cc1	0	2	1	-0.3	-4	-1	-7	3	6
COc1cccc(C(=O)Nc2cc(S(=O)(=O)N3CCCCC3)ccc2OC)c1	0	0	3	0.3	0	-3	-1	-3	5
Cc1ccc(OC(C)C(=O)O)cc1C (configuration not stated)	7	4	4	0.6	0	2	0	-3	5
COC(=O)N/N=C/c1cn(Cc2ccc(Cl)cc2Cl)c2ccccc12	8	6	4	1.5	5	3	8	-2	5
COc1ccc(N2CCOCC2)c(NC(=O)COc2cccc(C)c2C)c1	4	2	4	1.8	0	2	6	0	-5
O=C(NCCC1CCCCN1S(=O)(=O)c1cccs1)C(=O)NCc1ccccc1 (configuration not stated)	0	2	7	1.0	-2	-1	-1	-1	5
COC(=O)[C@]1(CC(C)C)N[C@H](c2ccc(-c3ccc4c(c3)OCO4)cc2)[C@@H]2C(=O)N(C)C(=O)[C@@H]21	0	1	-3	-0.3	0	-1	-1	-1	2
NS(=O)(=O)c1cc(C(=O)OCCNC(=O)c2ccccc2)c(Cl)cc1Cl	-1	-2	6	1.9	-2	0	2	1	-3
O=C(NCc1ccco1)c1ccc(NS(=O)(=O)c2cccc(F)c2)cc1	0	4	0	-0.6	2	-3	2	-2	1
O=C(NN1CCOCC1)c1cc(S(=O)(=O)Nc2cccc(C(F)(F)F)c2)ccc1Cl	-5	3	-1	1.4	-3	-3	-1	-1	-2
CC(C)(C)[C@]1(O)CCN2C[C@H]3c4ccccc4CCc4cccc(c43)[C@@H]2C1	5	3	1	-13	1	5	-4	3	2
COc1cccc(N/C(N)=N/c2nc(C)cc(=O)[nH]2)c1	-2	0	1	-1.5	3	-4	4	-5	-3
COc1cccc(NS(=O)(=O)c2ccc3c(c2)CC(=O)N3)c1	1	2	.	.	.	0	-2	.	-1
COc1cccc(N2CCN(CC(=O)NC(=O)NCc3ccco3)CC2)c1	2	6	13	-2.9	-3	-3	-6	1	30
Cc1ccc(OCC(=O)Nc2ccc3c(c2)nc(CCN2CCCCC2)n3C)cc1	6	1	-3	-0.6	0	-5	-5	-3	4
O=C(N/N=C/c1ccc(OC(F)F)cc1OC(F)F)c1cccc(S(=O)(=O)N2CCOCC2)c1	-5	0	5	2.2	-4	-3	4	0	5
Cc1ccc2cc(CN(CCN3CCCC3)C(=O)Nc3ccc(F)cc3)c(=O)[nH]c2c1C	-9	0	-16	2.2	-1	2	-6	-1	-2
CC(Oc1ccccc1)C(=O)Nc1ccc(S(=O)(=O)N2CCOCC2)cc1 (configuration not stated)	1	8	1	-1.6	0	-1	3	0	10
Cc1nn(-c2ccc(C(=O)O)cc2)c(C)c1Oc1ccccc1O	3	1	-1	0.1	-3	4	-3	-1	3
OCC1(CCc2ccccc2)CCCN(C/C=C/c2ccccc2)C1 (configuration not stated)	6	2	4	0.8	0	1	-5	-3	12
S=C(NC1CCCCC1)N1CCOCCOCCN(C(=S)NC2CCCCC2)CCOCCOCC1	6	0	-5	-0.4	-1	0	-4	-1	5
Cc1ccc(S(=O)(=O)CCC(=O)O)cc1C	5	-2	-5	0.1	-1	0	-1	-6	-8
Cc1cc(C(=O)N/N=C/C=C/c2cccc([N+](=O)[O-])c2)n[nH]1	4	7	1	-1.6	3	1	0	-1	7
Cc1ccccc1OCc1nc2ccccc2c(=O)n1/N=C/c1cn[nH]c1-c1ccc(Br)cc1	5	-2	-8	2.9	-33	-1	-38	-4	-4
CC1=CN2C(=N)/C(=C/c3ccco3)C(=O)N=C2S1	-6	-7	-8	-1.2	-12	-14	-1	1	-9
Cn1c(N)c(C(=O)COC(=O)CCc2nc3ccccc3s2)c(=O)n(C)c1=O	0	0	-6	-0.9	-7	-3	-3	-3	-4

Screening results as filed in PubChem.
